High-throughput results as filed in PubChem.
ABCB6 inh 2 = inhibitors of human ABC transporter ABCB6; Q9NP58; 360,000 tested, 0.19% active; K562-ABCB6 porphyrin accumulation, flow cytometry, 1 h; active compounds read low; fluorescence ratio to DMSO, % at 10 µM;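 active means fluorescence ratio to DMSO below 75%, the collection mean minus 3 SD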;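 further: signal is porphyrin accumulated inside mitochondria; 100% equals median channel fluorescence of DMSO control wells; lower ratio means ABCB6 inhibition with less porphyrin fluorescence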
aDG glyco up = alpha-DG glycosylation activation | activation, % at 10 µM | Pro5-aDG cells, alpha-DG glycosylation AlphaScreen (IIH6); 0% Pro5, 100% B10-LARGE cell signal | 360,000 tested, 0.22% active | AID 624168;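 active means activation of at least 8% versus controls, or a plate z-score of at least 8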;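 further: Pro5 are CHO cells carrying HIG-tagged alpha-DG that lacks glycosylation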
MC4R antag cAMP = antagonists of human melanocortin 4 receptor (MC4R) | AID 540295 | 360,000 tested, 0.48% active | MC4R-expressing cells, MTII-stimulated cAMP, LANCE TR-FRET | P32245 | inhibition, % at 6.5 µM;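 active means inhibition above its plate's cutoff, the mean of tested wells on that plate plus 3 SD, cut at about 29% in these data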;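 further: 0% = Melanotan II alone and 100% = Melanotan II plus saturating MCL0020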
Target sequence (P32245 whole entry, looked up): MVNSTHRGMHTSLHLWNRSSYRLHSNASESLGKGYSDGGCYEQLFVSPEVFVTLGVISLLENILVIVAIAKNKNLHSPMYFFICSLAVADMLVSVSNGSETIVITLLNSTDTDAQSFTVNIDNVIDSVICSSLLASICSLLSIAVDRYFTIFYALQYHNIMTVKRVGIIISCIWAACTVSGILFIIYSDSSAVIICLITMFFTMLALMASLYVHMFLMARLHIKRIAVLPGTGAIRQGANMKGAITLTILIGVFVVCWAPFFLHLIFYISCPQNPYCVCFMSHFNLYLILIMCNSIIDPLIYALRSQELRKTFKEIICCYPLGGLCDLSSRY
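System: U2OS cells stably expressing human melanocortin 4 receptor (MC4R). Reagent: Melanotan II challenge after compound preincubation. Doses: 6.5 µM. Times: 30-min compound, 1-h challenge, 1-h detection, room temperature. Measured by: TR-FRET with Eu-cAMP and labeled anti-cAMP, 671 nm. Replicates: singlicate.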
N-glyco inh = N-linked glycosylation inhibition; reporter increase, % at 12.5 µM; 360,000 tested, 0.23% active; AID 588692; D54 ERlucT glycosylation luciferase reporter, 24 h; percent of 100 nM tunicamycin response;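 active means mean luciferase reporter signal, scaled so untreated is 0 and the glycosylation-blocking control 100, at or above a set limit in every replicate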;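 further: luciferase carries N-glycosylation sites so blocking glycosylation raises the light; 0% = median of neutral control wells and 100% = median of 100 nM tunicamycin wells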
PDI turbidity = inhibitors of human protein disulfide isomerase; P07237; PDI insulin aggregation turbidity, A650, 90 min; inhibition, % at 10 µM; 350,000 tested, 0.052% active;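 active means mean inhibition across replicates of 30% or more, whatever share of single replicates reach that level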;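 further: absorbance from insulin aggregation driven by PDI reduction with DTT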
CaV13 FRET inh = Disruptors of the CACNA1D IQ motif to Ca2+-dependent inactivation inhibitor domain association, primary screening, Förster resonance energy transfer in intact living …; 340,000 tested, 0.098% active; AID 743397; inhibition, % at 12.3 µM; HEK cells, CFP/YFP FRET ICDI-IQ, plate reader, 10 min; percent FRET-ratio fall versus neutral wells;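 active means mean replicate inhibition of at least 30% and at least 1% of replicates passing that level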;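 further: 0% = median of the neutral control wells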
HTR2A ag = agonists of mouse serotonin 5-HT2A receptor (HTR2A); 360,000 tested, 0.66% active; activation, % at 7.6 µM; CHO-K1 mHTR2A beta-arrestin complementation, luminescence; percent of 30 µM serotonin response;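 active means activation above a run cutoff, the mean activation of all tested compounds plus 3 SD, cut at about 14% in these data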;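 further: 0% = plate median of compound wells and 100% = 30 µM serotonin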
Target sequence (P35363 whole entry, looked up): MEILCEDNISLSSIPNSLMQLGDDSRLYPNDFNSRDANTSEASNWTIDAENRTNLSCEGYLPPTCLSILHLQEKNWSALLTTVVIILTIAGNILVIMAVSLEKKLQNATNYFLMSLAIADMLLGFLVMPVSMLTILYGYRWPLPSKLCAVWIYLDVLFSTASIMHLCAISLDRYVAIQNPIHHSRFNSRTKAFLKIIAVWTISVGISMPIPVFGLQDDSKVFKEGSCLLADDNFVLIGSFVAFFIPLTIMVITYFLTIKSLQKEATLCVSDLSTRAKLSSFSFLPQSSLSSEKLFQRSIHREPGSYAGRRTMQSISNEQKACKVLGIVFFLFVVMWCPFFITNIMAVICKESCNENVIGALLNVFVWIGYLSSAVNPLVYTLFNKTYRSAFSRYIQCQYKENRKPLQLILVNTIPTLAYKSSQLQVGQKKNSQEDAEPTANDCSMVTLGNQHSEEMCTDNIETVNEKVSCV
H9c2 protect = myocardial damage modulation in H9c2 cells. H9c2 cardiomyocytes, H2O2 injury protection, ATPLite, 2 h. protection from H2O2 cell death, % at 20 µM. 360,000 tested, 0.63% active. AID 588492;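 active means compounds giving at least 50% protection of heart cells from peroxide-induced death in the single-dose screen, raw or plate-pattern-corrected value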;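 further: 0% = DMSO wells with peroxide and 100% = DMSO wells without peroxide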
MC4R barr agon = agonists of human melanocortin 4 receptor (MC4R) beta-arrestin | U2OS MC4R beta-arrestin complementation, luminescence; percent of melanotan II response, DMSO zero | P32245 | AID 540308 | activation, % at 8.9 µM | 360,000 tested, 0.98% active;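 active means activation above a per-plate cutoff, the mean activation of sample wells on that plate plus 3 SD, cut at about 8% in these data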
Vif inh = inhibitors of HIV Vif; inhibition, % at 7.49 µM; 340,000 tested, 0.35% active; HEK293T cells, Vif self-association by quenched fluorescence, imaging, 24 h; AID 602346; in the data active means inhibition above about 50%, passing the limit was not always enough; further: some results filed as inactive read as strong as hits
Active calls of the source: *.

Screening O=C1/C(=C\c2cccs2)SC(=S)N1C1CCS(=O)(=O)C1 (configuration not stated) returned ABCB6 inh 2 103, aDG glyco up -0.7, MC4R antag cAMP 5, N-glyco inh 1, PDI turbidity 1, CaV13 FRET inh -2, HTR2A ag -1, H9c2 protect 0, MC4R barr agon -3.3 and Vif inh 3.
For Cc1c(Br)c(C(=O)N2CCc3ccccc32)nn1C the results were ABCB6 inh 2 101, aDG glyco up 0.4, MC4R antag cAMP 24, N-glyco inh -2, PDI turbidity -4, CaV13 FRET inh -5, HTR2A ag -3, H9c2 protect 1, MC4R barr agon 2.0 and Vif inh 7.
`Cc1ccc(-n2ncc3c(=O)n(CC(=O)NC4CCCCC4)cnc32)cc1` gave ABCB6 inh 2 89, aDG glyco up 0.1, MC4R antag cAMP 6, N-glyco inh 0, PDI turbidity -5, HTR2A ag 8, H9c2 protect -13, MC4R barr agon -1.3 and Vif inh 1.
Screening CCC(C)NC(=O)C1CCN(S(=O)(=O)c2ccc3c(c2)CC(C)N3C(C)=O)CC1 (configuration not stated) returned ABCB6 inh 2 100, aDG glyco up -0.2, MC4R antag cAMP 3, N-glyco inh 0, PDI turbidity -3, CaV13 FRET inh -5, HTR2A ag -2, H9c2 protect -6 and MC4R barr agon 0.7.
`O=[N+]([O-])c1ccc(Nc2ccc(Cl)cc2)nc1` gave ABCB6 inh 2 101, aDG glyco up 0.4, MC4R antag cAMP 2, N-glyco inh 2, PDI turbidity 3, CaV13 FRET inh -6, HTR2A ag -1, H9c2 protect -13, MC4R barr agon 0.8 and Vif inh -1.
CN(c1ccc(C(=O)N2CCN(Cc3ccc4c(c3)OCO4)CC2)cc1)S(C)(=O)=O was read as ABCB6 inh 2 97, aDG glyco up 0.1, MC4R antag cAMP 6, N-glyco inh -1, PDI turbidity -2, CaV13 FRET inh -5, HTR2A ag 1, H9c2 protect 1, MC4R barr agon 2.4 and Vif inh -1.
CC(NC(=O)Cc1ccsc1)c1ccc(Cl)cc1Cl (configuration not stated) was read as ABCB6 inh 2 93, aDG glyco up 0.1, MC4R antag cAMP 9, N-glyco inh -1, PDI turbidity -4, CaV13 FRET inh -4, HTR2A ag -3, H9c2 protect -2, MC4R barr agon -0.3 and Vif inh 6.
For COc1ccc(CCNC(=O)C2CCN(S(=O)(=O)c3cccs3)CC2)cc1OC the results were ABCB6 inh 2 98, aDG glyco up 0.0, MC4R antag cAMP -1, N-glyco inh 1, PDI turbidity 15, CaV13 FRET inh -3, HTR2A ag 2, H9c2 protect 10, MC4R barr agon -1.1 and Vif inh -4.
O=C1OC(Nc2nccs2)c2ccccc21 (configuration not stated) was read as ABCB6 inh 2 96, aDG glyco up -0.1, MC4R antag cAMP 9, N-glyco inh 2, PDI turbidity 2, HTR2A ag -2, H9c2 protect 7, MC4R barr agon -1.0 and Vif inh 3.
Screening COc1cccc(C(=O)N2C(C(=O)O)CSC2c2ccccc2Cl)c1 (configuration not stated) returned ABCB6 inh 2 103, aDG glyco up 0.4, MC4R antag cAMP 10, N-glyco inh 1, PDI turbidity 4, CaV13 FRET inh -5, HTR2A ag -3, H9c2 protect 6, MC4R barr agon -2.3 and Vif inh 1.
`CC1CC(=O)NN=C1c1ccc(NCCO)c([N+](=O)[O-])c1` (configuration not stated) gave ABCB6 inh 2 101, aDG glyco up -0.5, MC4R antag cAMP -11, N-glyco inh 1, PDI turbidity -1, CaV13 FRET inh -4, HTR2A ag 0, H9c2 protect 4, MC4R barr agon -1.9 and Vif inh 15.
For COc1ccc(OC)c(N(CC(=O)Nc2ccc3c(c2)OCCO3)S(C)(=O)=O)c1 the results were ABCB6 inh 2 103, aDG glyco up 0.0, MC4R antag cAMP 4, N-glyco inh 4, PDI turbidity 9, HTR2A ag -8, H9c2 protect 1, MC4R barr agon -1.1 and Vif inh -8.

An excerpt from further up, as a working copy:
Screening O=C1/C(=C\c2cccs2)SC(=S)N1C1CCS(=O)(=O)C1 (configuration not stated) returned ABCB6 inh 2 103, aDG glyco up -0.7, MC4R antag cAMP 5, N-glyco inh 1, PDI turbidity 1, CaV13 FRET inh -2, HTR2A ag -1, H9c2 protect 0, MC4R barr agon -3.3 and Vif inh 3.
For Cc1c(Br)c(C(=O)N2CCc3ccccc32)nn1C the results were ABCB6 inh 2 101, aDG glyco up 0.4, MC4R antag cAMP 24, N-glyco inh -2, PDI turbidity -4, CaV13 FRET inh -5, HTR2A ag -3, H9c2 protect 1, MC4R barr agon 2.0 and Vif inh 7.

Carrying on.
Screening O=C(CCc1nnc(C2CCCCC2)o1)N1CCN(Cc2ccccc2)CC1 returned ABCB6 inh 2 98, aDG glyco up -0.3, MC4R antag cAMP 12, N-glyco inh 0, PDI turbidity 2, CaV13 FRET inh -3, HTR2A ag 2, H9c2 protect -2, MC4R barr agon -3.3 and Vif inh 1.
`O=C(CSc1ncn[nH]1)Nc1c(F)cc(F)cc1Br` gave ABCB6 inh 2 107, aDG glyco up -0.2, MC4R antag cAMP 3, N-glyco inh 2, PDI turbidity 12, CaV13 FRET inh -6, HTR2A ag 3, H9c2 protect 2, MC4R barr agon 0.1 and Vif inh 5.
`CCOc1ccc(OCCCC(=O)ON=C(N)c2ccccc2Cl)cc1` gave ABCB6 inh 2 91, aDG glyco up -0.2, MC4R antag cAMP 7, N-glyco inh 1, PDI turbidity 5, CaV13 FRET inh -7, HTR2A ag 7, H9c2 protect 3, MC4R barr agon 0.8 and Vif inh 22.
Screening Cc1ccnc(NC(=O)c2cc(F)c(F)cc2Cl)n1 returned ABCB6 inh 2 95, aDG glyco up 0.1, MC4R antag cAMP 5, N-glyco inh 1, PDI turbidity 7, CaV13 FRET inh -2, HTR2A ag -2, H9c2 protect -1, MC4R barr agon -1.4 and Vif inh 8.
CC(C)=CC(=O)OCc1csc(CC(=O)Nc2ccccc2C)n1 was read as ABCB6 inh 2 92, aDG glyco up 0.0, MC4R antag cAMP 14, PDI turbidity 0, CaV13 FRET inh -3, HTR2A ag -2, H9c2 protect 2 and MC4R barr agon -1.8.
Screening O=C(Nc1ccccc1)C1=C[C@@H](C2CC2)C[C@@H](OCc2ccc(CO)cc2)O1 returned ABCB6 inh 2 98, aDG glyco up 0.0, MC4R antag cAMP 1, N-glyco inh 0, PDI turbidity 3, CaV13 FRET inh -12, HTR2A ag 2, H9c2 protect -5, MC4R barr agon -0.5 and Vif inh -4.
`COc1ccc(CN(C(=O)c2cccs2)C(C(=O)NC2CCCCC2)c2ccc3ncccc3c2)cc1` (configuration not stated) gave ABCB6 inh 2 96, aDG glyco up 0.7, MC4R antag cAMP 2, N-glyco inh 0, PDI turbidity -1, HTR2A ag 0, H9c2 protect 41, MC4R barr agon -1.6 and Vif inh -4.
For N#CCCN(C(=O)COC(=O)c1ccc2c(c1)NC(=O)CS2)c1ccc2c(c1)OCCO2 the results were ABCB6 inh 2 92, aDG glyco up 0.2, MC4R antag cAMP 0, N-glyco inh 1, PDI turbidity -11, CaV13 FRET inh -4, HTR2A ag 7, H9c2 protect 6, MC4R barr agon 1.2 and Vif inh -6.
For CC(=O)N1N=C(C)CC1c1ccc(O)cc1 (configuration not stated) the results were ABCB6 inh 2 98, aDG glyco up 0.0, MC4R antag cAMP 1, N-glyco inh 1, PDI turbidity 6, CaV13 FRET inh -4, HTR2A ag -1, H9c2 protect 0, MC4R barr agon -0.5 and Vif inh 0.
For C[C@@H](C(=O)NC1CCCCC1)N1C(=O)N2CCc3c([nH]c4ccccc34)[C@@]2(C)C1=O the results were ABCB6 inh 2 93, aDG glyco up 0.2, MC4R antag cAMP 5, N-glyco inh 6, HTR2A ag 1, H9c2 protect -6, MC4R barr agon -0.7 and Vif inh 3.
Cc1csc(N2CCCC2=O)n1 was read as ABCB6 inh 2 100, aDG glyco up -0.1, MC4R antag cAMP 10, N-glyco inh 1, PDI turbidity 17, CaV13 FRET inh 3, HTR2A ag -1, H9c2 protect -2, MC4R barr agon -0.9 and Vif inh 9.
`O=C(COC(=O)c1ccco1)Nc1cccc(S(=O)(=O)N2CCCCC2)c1` gave ABCB6 inh 2 95, aDG glyco up 0.2, MC4R antag cAMP 0, N-glyco inh 2, PDI turbidity -4, CaV13 FRET inh -6, HTR2A ag 7, H9c2 protect -8, MC4R barr agon -0.9 and Vif inh 1.

Reprinted from the part before: 2 compounds; new compounds follow.
Cc1csc(N2CCCC2=O)n1 was read as ABCB6 inh 2 100, aDG glyco up -0.1, MC4R antag cAMP 10, N-glyco inh 1, PDI turbidity 17, CaV13 FRET inh 3, HTR2A ag -1, H9c2 protect -2, MC4R barr agon -0.9 and Vif inh 9.
`O=C(COC(=O)c1ccco1)Nc1cccc(S(=O)(=O)N2CCCCC2)c1` gave ABCB6 inh 2 95, aDG glyco up 0.2, MC4R antag cAMP 0, N-glyco inh 2, PDI turbidity -4, CaV13 FRET inh -6, HTR2A ag 7, H9c2 protect -8, MC4R barr agon -0.9 and Vif inh 1.
`O=C1C2CCCN2C(c2ccccc2)N1c1cccc(Cl)c1` (configuration not stated) gave ABCB6 inh 2 101, aDG glyco up -0.2, MC4R antag cAMP 0, N-glyco inh 0, CaV13 FRET inh -11, HTR2A ag 13, H9c2 protect 5, MC4R barr agon -0.5 and Vif inh -2.
For COCCN(Cc1ccc(C)cc1)C(=O)[C@H]1O[C@@H](n2ccc(=O)[nH]c2=O)[C@H](O)[C@@H]1O the results were ABCB6 inh 2 97, aDG glyco up -0.1, N-glyco inh 1, CaV13 FRET inh -6, HTR2A ag 0, H9c2 protect 3 and Vif inh 0.
For CCC1NC(=O)c2cc3ccccc3cc2-n2c1nc1ccc(F)cc1c2=O (configuration not stated) the results were ABCB6 inh 2 95, aDG glyco up -0.2, MC4R antag cAMP 10, N-glyco inh 2, PDI turbidity -6, CaV13 FRET inh -3, HTR2A ag -5, H9c2 protect 4, MC4R barr agon 0.5 and Vif inh -14.
O=C(NCC1CCCO1)C1CCCN(S(=O)(=O)c2cccc3nsnc23)C1 (configuration not stated) was read as ABCB6 inh 2 102, aDG glyco up 0.0, MC4R antag cAMP 3, N-glyco inh 1, PDI turbidity 6, CaV13 FRET inh -5, HTR2A ag -1, H9c2 protect 2, MC4R barr agon -2.9 and Vif inh 18.
Screening O=C(COc1ccc([N+](=O)[O-])cc1)Nc1ccc2c(c1)CCC2 returned ABCB6 inh 2 100, aDG glyco up 0.4, MC4R antag cAMP 10, N-glyco inh 0, PDI turbidity -1, CaV13 FRET inh -6, HTR2A ag -8, H9c2 protect -8, MC4R barr agon 5.0 and Vif inh 8.
For N#Cc1nc(-c2ccccc2F)oc1N1CCCCC1 the results were ABCB6 inh 2 97, aDG glyco up -0.1, MC4R antag cAMP -8, N-glyco inh -3, PDI turbidity -2, CaV13 FRET inh -6, HTR2A ag 2, H9c2 protect -4, MC4R barr agon 0.3 and Vif inh 1.
CC1(C)CC(=O)C(C=NCCN2CCNCC2)=C(O)C1 was read as ABCB6 inh 2 83, aDG glyco up -0.3, MC4R antag cAMP 6, N-glyco inh 1, PDI turbidity 0, CaV13 FRET inh -4, HTR2A ag 2, H9c2 protect -1, MC4R barr agon -3.5 and Vif inh 12.
